bCat KO growth: beta-catenin-lacking colon tumor cell growth suppression | HCT116 beta-catenin knockout viability, CellTiter-Glo, 60 h; stronger effect = lower value | viability, % at 10 µM | hit rate 1.5% among 140,000 | AID 818;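 active = viability at or under a set limit, the compound median less 4 SD, cut at about 6% in these data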;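 also: 0% = Hyamine 1622 control at 20 µM and 100% = untreated cell control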
Measles CPE: protection of cells from measles virus; Measles virus-infected cells, CPE protection, absorbance; hit rate 1.5% among 140,000; protection (pct of control), % at 4 µM; in the data active = protection mostly above about 24%, no sharp cut-off; inactive = mostly below about 26%; also: some compounds called inactive have numbers as strong as hits
MRP-1 activ: MRP-1 activation; H69AR cells + doxorubicin, viability rescue, CellTiter-Glo; viability increase, % at 10 µM; hit rate 0.61% among 140,000; AID 799;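 active = viability gain under doxorubicin at or above a set limit, the compound median plus 3 SD, cut at about 4.7% in these data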;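 also: MRP-1 overexpressing cells given doxorubicin 25 µM after compound pretreatment; 18-22 h compound pretreatment then 72 h with doxorubicin before readout; 0% = doxorubicin-only wells and 100% = vehicle-treated cells without doxorubicin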
NPY-Y2 antag: antagonists of human neuropeptide Y receptor Y2; P49146; NPY-Y2 expressing cells, antagonist mode; inhibition, % at 2.7 µM; hit rate 0.99% among 140,000; AID 793; in the data active = inhibition above about 17%;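 also: 0% = vehicle with agonist challenge and 100% = reference antagonist with challenge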
Target sequence (P49146 whole entry, looked up): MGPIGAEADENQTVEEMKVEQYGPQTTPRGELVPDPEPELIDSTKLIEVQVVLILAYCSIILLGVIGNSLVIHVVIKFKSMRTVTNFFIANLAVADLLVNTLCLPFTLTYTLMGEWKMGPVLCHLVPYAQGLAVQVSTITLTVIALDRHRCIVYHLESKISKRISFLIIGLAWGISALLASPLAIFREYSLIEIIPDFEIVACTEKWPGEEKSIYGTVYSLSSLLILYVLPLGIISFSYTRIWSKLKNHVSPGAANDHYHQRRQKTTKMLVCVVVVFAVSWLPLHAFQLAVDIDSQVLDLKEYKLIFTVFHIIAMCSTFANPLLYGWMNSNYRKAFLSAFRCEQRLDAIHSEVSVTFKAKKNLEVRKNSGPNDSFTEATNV
E-sel TNF inh: blocks E-selectin expression induced by TNF alpha | HUVEC TNFa-induced E-selectin immunofluorescence, high content | hit rate 0.71% among 120,000 | inhibition, % at 2 µM;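 active = inhibition above the batch mean plus 3 SD, and confirmed as a hit on visual image review, cut at about 43% in these data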;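 also: 0% = TNF-stimulated DMSO wells and 100% = unstimulated control wells; not every result past the cut was called active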
GALR2 blocker: GALR2 (human) receptor antagonism; inhibition, % at 4 µM; O43603; GALR2-expressing cells, antagonist mode; hit rate 0.39% among 140,000; in the data active = inhibition above about 27%;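 also: cells stimulated with galanin 1-16 at roughly its EC80; 0% = agonist challenge control and 100% = basal control without agonist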
Target sequence (O43603 whole entry, looked up): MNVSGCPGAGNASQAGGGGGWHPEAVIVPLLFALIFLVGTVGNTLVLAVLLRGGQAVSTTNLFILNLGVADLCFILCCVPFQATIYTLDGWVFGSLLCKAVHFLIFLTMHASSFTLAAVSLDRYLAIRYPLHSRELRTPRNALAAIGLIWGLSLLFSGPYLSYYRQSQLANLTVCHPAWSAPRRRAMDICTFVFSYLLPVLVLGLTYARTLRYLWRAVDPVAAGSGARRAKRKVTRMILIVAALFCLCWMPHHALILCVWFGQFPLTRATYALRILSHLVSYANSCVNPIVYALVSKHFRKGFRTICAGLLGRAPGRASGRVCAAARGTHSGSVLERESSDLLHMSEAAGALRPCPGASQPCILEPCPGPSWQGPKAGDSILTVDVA
Yeast life ext: yeast lifespan extension; hit rate 0.68% among 130,000; inhibition of the nicotinamide effect, % at 10 µM; S. cerevisiae growth with nicotinamide, OD615; deaD strain in restrictive glucose medium;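 active = inhibition above a set limit, placed 3 SD over the median of all compounds, cut at about 26% in these data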;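 also: 0% = nicotinamide-treated wells and 100% = cells grown without nicotinamide; some compounds called inactive have numbers as strong as hits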
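Test system – modified budding yeast, DeaD strain · Compound – single dose 10 µM compound, 0.25% DMSO · Times – culture preincubation 4 h, compound exposure 48 h, both 30 °C · Detection – optical density (absorbance) at 615 nm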
BB579 growth dn: chemicals that inhibit yeast BB579 growth in restrictive medium (lifespan-shortening candidates); S. cerevisiae BB579 growth, OD615, 48 h; inhibition, % at 10 µM; hit rate 0.51% among 140,000; AID 804;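 active = inhibition above a set limit, 3 SD over the mean compound inhibition, cut at about 44% in these data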; also: inactives centre near -24
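controls = amphotericin B 10 µg/mL, positive | assay system = DeaD yeast strain BB579 | schedule = 48 h compound exposure at 30 °C after 4 h preincubation | detection = OD615 turbidity measurement | medium = restrictive CSMM-D medium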
PTEN del growth: growth suppressors of cells with PTEN tumor suppressor deletion | AID 827 | viability, % at 10 µM | HCT116 PTEN-null viability, CellTiter-Glo, 60 h; stronger effect = lower value | hit rate 1.2% among 140,000;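 active = viability at or below a set limit, 4 SD under the median of all tested compounds, cut at about 3.7% in these data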;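 also: PTEN knockout HCT116 line with beta catenin targeted HCT116 as companion control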
Phagocyt inh: blocks phagocytosis by macrophages; J774A.1 macrophage IgG-bead phagocytosis, imaging; inhibition, % at 5 µM; hit rate 0.07% among 110,000;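 active = inhibition above the mean of the plate negative controls plus 5 SD, cut at about 13% in these data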;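 also: phagocytic index as fraction of beads internalized from green versus red external bead signal; plate controls were DMSO negative control for no effect and cytochalasin-D positive control for full effect; some results beyond the cut were filed as inactive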
* hit, by the source's call; . = not tested or not shown. Rows were taken by chance. Share with any hit: about 6.3%.

Screens in order: MRP-1 activ | GALR2 blocker | Yeast life ext | bCat KO growth | NPY-Y2 antag | BB579 growth dn | PTEN del growth | E-sel TNF inh | Phagocyt inh | Measles CPE
c1ccc(Nc2ccccc2Nc2ccccn2)nc1
 : -2.1 | 2 | -3 | 93 | 3 | -32 | 96 | 16 | . | 8
Cc1ccc(N2CCN(CCc3nc4cc(NS(C)(=O)=O)ccc4n3C)CC2)cc1
 : -1.5 | 1 | -6 | 85 | 4 | 0 | 96 | 8 | 0 | 22
Cn1c(=O)c2c(nc(N3CCCCC3)n2CCCNC2=NCCCC2)n(C)c1=O
 : -0.1 | 3 | -15 | 88 | 1 | -24 | 96 | 16 | -1 | 6
Cc1c(C(=O)Nc2nc3ccccc3[nH]2)cccc1[N+](=O)[O-]
 : -3.0 | 14 | -2 | 85 | 8 | -16 | 84 | 16 | -14 | 19
Cc1ccc(COc2ccc(Br)cc2/C=N/O)cc1
 : -2.4 | -8 | -8 | 68 | 15 | 89* | 65 | -31 | 0 | 15
COc1ccc(C(=O)/C=C/C(=O)N(Cc2ccc(F)cc2)C(C(=O)NC2CCCCC2)c2ccncc2)c(O)c1 (centres undefined)
 : -4.9 | -2 | 0 | 20 | 1 | -5 | 27 | . | -11 | 3
CCCCCc1nnc(NS(C)(=O)=O)s1
 : -0.7 | 3 | -2 | 104 | 2 | 5 | 105 | -4 | -1 | 19
Cc1cc(C2(c3cc(C)c(NC(=O)CN4CCOCC4)c(C)c3)CCCCC2)cc(C)c1NC(=O)CN1CCOCC1
 : 1.1 | -8 | -3 | 91 | 2 | -36 | 98 | 16 | -1 | 23
COc1ccc(CSc2nc(C)cc(=O)[nH]2)cc1Br
 : -1.4 | 5 | -15 | 87 | 4 | -12 | 80 | 6 | 4 | 2
CCn1cc(C(=O)NCc2ccccc2Cl)cn1
 : -2.9 | 0 | -3 | 97 | 2 | -49 | 94 | -6 | 0 | 1
c1n[nH]c(NC2=NCCC2)n1
 : -1.5 | 1 | -2 | 96 | -3 | -55 | 101 | 4 | -1 | 6
COC(=O)CSc1nc(SCc2ccccc2Cl)nc2c1CCCC2
 : -3.4 | -1 | -23 | 86 | 2 | -77 | 86 | 6 | 0 | 30
NC(=O)C1CCN(C(c2ccccc2Cl)c2nnnn2CC2CCCO2)CC1 (centres undefined)
 : -1.8 | 8 | -18 | 87 | 2 | -29 | 95 | -21 | -1 | 4
Cc1cc(Nc2nc3ccccc3nc2Cl)n(-c2ccccc2C)n1
 : -6.6 | -1 | -8 | 58 | 6 | 1 | 61 | 1 | -2 | 5
CCCCC1(C(=O)OCC)CC(CN2CCOCC2)OC1=O (centres undefined)
 : -0.7 | . | 0 | 95 | . | -36 | 107 | . | 2 | 19

Reprinted at random: 2 entries already listed
Screens in order: MRP-1 activ | GALR2 blocker | Yeast life ext | bCat KO growth | NPY-Y2 antag | BB579 growth dn | PTEN del growth | E-sel TNF inh | Phagocyt inh | Measles CPE
Cc1ccc(N2CCN(CCc3nc4cc(NS(C)(=O)=O)ccc4n3C)CC2)cc1
 : -1.5 | 1 | -6 | 85 | 4 | 0 | 96 | 8 | 0 | 22
CCCCC1(C(=O)OCC)CC(CN2CCOCC2)OC1=O (centres undefined)
 : -0.7 | . | 0 | 95 | . | -36 | 107 | . | 2 | 19

More records.
Screens in order: MRP-1 activ | GALR2 blocker | Yeast life ext | bCat KO growth | NPY-Y2 antag | BB579 growth dn | PTEN del growth | E-sel TNF inh | Phagocyt inh | Measles CPE
COc1ccc(C(=O)CSc2nc3ccc([N+](=O)[O-])cc3[nH]2)cc1
 : -0.2 | -2 | -4 | 85 | 5 | -19 | 78 | . | -16 | 4
COC(=O)c1cc(NC(=O)CC2NCCNC2=O)cc(C(=O)OC)c1 (centres undefined)
 : -2.2 | -3 | -19 | 96 | 7 | -22 | 99 | -32 | 0 | 11
O=C1CC(c2ccccc2Cl)Cc2c1cnn2-c1nc2ccccc2s1 (centres undefined)
 : 0.7 | 7 | -4 | 66 | 11 | -21 | 56 | . | 0 | 15
CC(C)(C)NC(=O)C(c1ccccc1)N(Cc1cccs1)C(=O)c1csnn1 (centres undefined)
 : -2.8 | -2 | . | 82 | 3 | -3 | 92 | 4 | . | 1
CN(C)C(CNC(=S)Nc1ccccc1)c1cccnc1 (centres undefined)
 : -1.6 | 5 | 3 | 90 | 2 | -15 | 94 | 39 | -10 | 3
Cc1ccc(CSc2nc3ccccc3c(=O)n2Cc2ccco2)cc1
 : 2.1 | 14 | . | 75 | 11 | -27 | 88 | -1 | . | 23
Cc1ccc(OCCOc2ccc(Br)cc2)c([N+](=O)[O-])n1
 : 3.2 | -5 | -3 | 93 | 4 | -20 | 83 | 2 | 0 | 9
Cc1ccc(CN(c2ccc(C(=O)NCc3cccnc3)cc2)S(C)(=O)=O)cc1
 : 0.0 | -11 | -10 | 88 | -1 | -44 | 99 | 4 | 0 | 8
COc1cc(S(=O)(=O)NCc2ccc3c(c2)OCO3)ccc1Cl
 : -0.7 | -1 | -2 | 92 | 7 | -55 | 92 | -8 | -1 | 13
CC(C)(C)n1ncc2c(=O)n(CC(=O)Nc3ccc4c(c3)OCO4)cnc21
 : -1.0 | 2 | -8 | 94 | 1 | 2 | 102 | 28 | 0 | 12
CC(=O)Oc1c(S(=O)(=O)c2ccccc2)c(C)nn1C(C)(C)C
 : -2.1 | 4 | 4 | 93 | -1 | -25 | 98 | 1 | 1 | 6
CCNC(=O)c1c(C)nc2ccccn12
 : -0.8 | -3 | -12 | 100 | 0 | 8 | 91 | -9 | 2 | 3
Cn1cnnc1SCC(=O)NCCc1ccccc1
 : -1.8 | -4 | 4 | 92 | 0 | -2 | 102 | -6 | 0 | 3
CC(C)CC(=O)Nc1ccc(C(=O)Cn2nc(C(=O)O)c3ccccc3c2=O)cc1
 : -0.2 | -12 | -9 | 99 | -2 | -38 | 96 | 9 | -1 | 31*
Cn1c(N)c(C(=O)COC(=O)CSc2ccccc2)c(=O)n(C)c1=O
 : 0.0 | 6 | 1 | 97 | 5 | 9 | 95 | . | -3 | .

Screens in order: MRP-1 activ | GALR2 blocker | Yeast life ext | bCat KO growth | NPY-Y2 antag | BB579 growth dn | PTEN del growth | E-sel TNF inh | Phagocyt inh | Measles CPE
Cc1ccc(-n2ncc(C#N)c2/N=C/N2CCCCCC2)cc1
 : -0.4 | 8 | -18 | 90 | 4 | -17 | 92 | -12 | -1 | 7
Cc1noc(C)c1COc1ccc(C(=O)OC(C)C(=O)Nc2ccc(N3CCOCC3)cc2)cc1 (centres undefined)
 : -0.8 | 1 | -6 | 73 | -1 | -9 | 79 | . | -1 | 6
COc1cc(-c2nc(-c3cccc(C(F)(F)F)c3)no2)cc(OC)c1OC
 : 1.0 | -4 | -1 | 92 | 0 | -48 | 99 | 19 | 1 | 3
N#Cc1ccccc1NC(=O)c1ccccc1OCC(=O)NCc1ccco1
 : -1.4 | -7 | -10 | 101 | 2 | -83 | 110 | 16 | 1 | 26
COc1ccc(/C=C2/C(=O)N(Cc3ccccc3)N=C2C)cc1
 : -1.1 | 2 | 27* | 93 | 13 | -56 | 87 | . | 3 | 6
CCOC(=O)c1c(NC(=O)c2ccc(Br)o2)sc2c1CCCC2
 : -0.9 | 16 | -13 | 78 | 7 | -26 | 71 | -24 | 0 | 28*
O=C(CN1C(=O)C2CC=CCC2C1=O)Nc1nnc(SCc2ccc(F)cc2)s1 (centres undefined)
 : -3.5 | 6 | 1 | 99 | 12 | -23 | 103 | -1 | 0 | 28
COCCN(CCOC)c1nc(N)c2c(N)nc3c(c2c1C#N)CC(=O)N3Cc1ccc(Cl)cc1
 : -5.2 | -11 | -1 | 74 | 0 | -32 | 76 | 1 | -7 | 16
c1ccc2c(c1)ccc1nnc(SCc3ccc4c(c3)OCO4)n12
 : -1.8 | -2 | -8 | 86 | 5 | 7 | 79 | . | 0 | 32
CCCSc1nc(N)nc(-c2cccs2)c1C#N
 : -0.1 | 1 | -14 | 102 | 3 | 6 | 100 | 27 | . | 25
CCOC(=O)C1CCN(Cc2cnc(Oc3ccc(Cl)cc3C)s2)CC1
 : -0.4 | -8 | -6 | 93 | 1 | -56 | 93 | -18 | . | 23
Cc1ccc2oc(NC(=O)N3CCOCC3)cc(=O)c2c1
 : -0.6 | 12 | -7 | 83 | 1 | -44 | 85 | -49 | 1 | 13
CCN(CC)CCCNc1cc2n(c(=O)n1)CCc1cc(OC)c(OC)cc1-2
 : -2.3 | 7 | -17 | 99 | 4 | -54 | 100 | . | 1 | 21
O=C(NCCc1csc(-c2cccnc2)n1)c1cccs1
 : -2.1 | 4 | -4 | 100 | -2 | 5 | 101 | -37 | . | 7
CCC(=O)Nc1ccc(C(=O)CSc2nnc(-c3cccnc3)o2)cc1
 : -3.2 | -3 | -21 | 91 | -4 | -30 | 96 | . | 9 | 14

4 compounds from above, showing only PTEN del growth.
Compound	PTEN del growth
COCCN(CCOC)c1nc(N)c2c(N)nc3c(c2c1C#N)CC(=O)N3Cc1ccc(Cl)cc1	76
c1ccc2c(c1)ccc1nnc(SCc3ccc4c(c3)OCO4)n12	79
CCCSc1nc(N)nc(-c2cccs2)c1C#N	100
CCOC(=O)C1CCN(Cc2cnc(Oc3ccc(Cl)cc3C)s2)CC1	93

Complete entries, quoted from the list:
`CCC(=O)Nc1ccc(C(=O)CSc2nnc(-c3cccnc3)o2)cc1` reads MRP-1 activ: -3.2; GALR2 blocker: -3; Yeast life ext: -21; bCat KO growth: 91; NPY-Y2 antag: -4; BB579 growth dn: -30; PTEN del growth: 96; E-sel TNF inh: .; Phagocyt inh: 9; Measles CPE: 14
`Cc1ccc2oc(NC(=O)N3CCOCC3)cc(=O)c2c1` reads MRP-1 activ: -0.6; GALR2 blocker: 12; Yeast life ext: -7; bCat KO growth: 83; NPY-Y2 antag: 1; BB579 growth dn: -44; PTEN del growth: 85; E-sel TNF inh: -49; Phagocyt inh: 1; Measles CPE: 13
`CCOC(=O)C1CCN(Cc2cnc(Oc3ccc(Cl)cc3C)s2)CC1` reads MRP-1 activ: -0.4; GALR2 blocker: -8; Yeast life ext: -6; bCat KO growth: 93; NPY-Y2 antag: 1; BB579 growth dn: -56; PTEN del growth: 93; E-sel TNF inh: -18; Phagocyt inh: .; Measles CPE: 23

Next records follow:
Screens in order: MRP-1 activ | GALR2 blocker | Yeast life ext | bCat KO growth | NPY-Y2 antag | BB579 growth dn | PTEN del growth | E-sel TNF inh | Phagocyt inh | Measles CPE
COc1cccc(C(=O)O/N=C(\N)c2ccncc2)c1OC
 : 1.3 | 6 | -5 | 101 | 0 | -5 | 106 | . | -8 | 17
Cn1c(C(=O)N2CCc3ccccc3C2)cc2oc3ccccc3c21
 : -1.8 | 5 | -8 | 71 | 16 | -33 | 79 | . | . | 18
Cc1ccc(NC(=O)COC(=O)c2ccc3c(c2)C(=O)N(CCc2ccccc2)C3=O)c(C)c1
 : -0.7 | -10 | 4 | 102 | 0 | -44 | 100 | . | -1 | 14
CCOC(=O)c1nn(-c2ccccc2)c(=O)c(C#N)c1C
 : 0.2 | 5 | 7 | 101 | 0 | -60 | 111 | 8 | 1 | 6

Screens as filed in PubChem BioAssay.
